Dengue-2 NS5 capping = Dengue-2 NS5 methyltransferase inhibitors, primary screen, biochemical, confirmation dose response (AID 588689); Genome polyprotein (Dengue virus type 2 (strain 16681-PDK53)); Dengue-2 NS5 methyltransferase capping enzyme assay, biochemical; higher % means a stronger effect; inhibition, % at 25 µM, or IC50 in µM where a hit was titrated; 0.3% of 340,000 active; in the data active = a potency from the dose series; inconclusive = inhibition above about 29% without an active follow-up result
LYP inhibition = inhibitors of LYP phosphatase, biochemical, fluorescence intensity, uHTS (AID 1779) | recombinant LYP phosphatase, fluorescence intensity; higher % means a stronger effect | 0.054% of 290,000 active | one-dose inhibition, % at 11.5 µM; IC50 in µM for titrated hits | Tyrosine-protein phosphatase non-receptor type 22 (Homo sapiens);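 note: plate controls were vehicle with enzyme for no effect and no enzyme for full effect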
XIAP displacement = XIAP antagonists, biochemical, IAP family, fluorescence polarization (AID 1018); E3 ubiquitin-protein ligase XIAP (Homo sapiens); 0.007% of 200,000 active; one-dose displacement, % at 20 µM; IC50 in µM for titrated hits; XIAP BIR domain, fluorescence polarization peptide displacement; higher % means a stronger effect; in the data active = displacement above about 50%; note: a part of the inactive calls stands beside numbers as strong as those of hits
AID2073 = inhibitors of Mint1-CaV2.2 protein interaction, biochemical, HTRF (AID 2073) | HTRF protein-protein interaction, Mint1-CaV2.2; higher % means a stronger effect | one-dose inhibition, % at 20 µM; IC50 in µM for titrated hits | 0.19% of 290,000 active; in the data active = inhibition mostly above about 51%, no sharp cut-off; inconclusive = no clear call, values can overlap the other calls; inactive = mostly below about 53%; note: some results filed as inactive read as strong as hits
Myeloid diff 2 = induction of myeloid progenitor differentiation, primary screen, cell-based, flow cytometry, MLPCN library. calls only at 10 µM. 1% of 360,000 active. ER-HoxA9 myeloid progenitors, lysozyme-GFP differentiation;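 active = normalized GFP-positive differentiation at or above the plate's own cutoff, the solvent-only control mean plus 3 SD; inconclusive = no clear call, values can overlap the other calls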;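 note: cells exposed to compound for four days before flow analysis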
Hep lipid drop = inhibitors of hepatocyte lipid droplet formation, primary screen, imaging, high-throughput imaging, BODIPY stain. AML12 mouse hepatocytes, oleate lipid droplets. AID 1656, 2009. 0.4% of 240,000 active. inhibition, % at 6.5 µM;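 active = lipid droplet intensity inhibited by at least 50%, with more than 500 cells counted; inconclusive = wells with under 300 cells, treated as cytotoxic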
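Technique: fluorescence imaging, 20x objective, two fields per well / Assay system: AML12 hepatocytes (mouse) / Measure: % inhibition of lipid droplet signal / Doses: 6.5 µM single-point dosing / Incubation: overnight exposure / Reagent: 100 µM oleic acid challenge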
SIAH1 antagonists = Siah-1 peptide-binding antagonists, primary screen, biochemical, fluorescence polarization, rhodamine-plectin, uHTS (AID 1817) | E3 ubiquitin-protein ligase SIAH1 (Homo sapiens) | Siah-1 / rhodamine-plectin peptide fluorescence polarization; higher % means a stronger effect | one-dose displacement, % at 20 µM; IC50 in µM for titrated hits | 0.02% of 290,000 active;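 active = displacement of at least 50% at 20 µM, with a fluorescence ratio check between 0.3 and a set limit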;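 note: plate controls were Siah plus tracer with DMSO for no effect and tracer alone without Siah for full effect; strong numbers were not always called active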
NOD2 inhibition = NOD2 signaling inhibitors, cell-based, luminescence, uHTS, HEK293 (AID 1566); 0.63% of 290,000 active; HEK293 NOD2/NF-kB luciferase reporter, luminescence; higher % means a stronger effect; inhibition, % at 4 µM; hits with a dose series show EC50 in µM; note: many of its hits are not listed in these tables
HIV peptide binding = inhibitors of HIV fusion peptide binding, primary screen, biochemical, uHTS, fluorescence dequenching (AID 1986); cell-free peptide binding, fluorescence dequenching, 30 min; higher % means a stronger effect; inhibition, % at 20 µM; hits with a dose series show IC50 in µM; 0.3% of 290,000 active; in the data active = inhibition mostly above about 52%, no sharp cut-off; inactive = mostly below about 76%; note: some results filed as inactive read as strong as hits
Hep lipid drop cells 6.5 µM = recorded beside Hep lipid drop, whose call it bears; cell count; measured here: cell count, cytotoxicity flag;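 cells counted across two imaged fields per well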
Dengue-2 NS5 capping pilot replicate = also measured in Dengue-2 NS5 capping; calls as there; inhibition, %; measured here: pilot screen replicate inhibition
Myeloid diff 2 GFP+ MAC1+ % = second read-out of Myeloid diff 2, no call of its own (marks repeat the call); GFP+ MAC1+ double positive, %; measured here: differentiation confirmed by MAC1 staining
The depositor's hits bear a star; i = inactive; ? = inconclusive; . = not tested or not shown. Cut-off read from the data, not from the text of the source, unless noted: active = inhibition above about 50%; inactive = the rest. An excerpt; rates above refer to the full screens.

SMILES	Dengue-2 NS5 capping	LYP inhibition	XIAP displacement	AID2073	Myeloid diff 2	Myeloid diff 2 GFP+ MAC1+ %	Hep lipid drop	Hep lipid drop cells 6.5 µM	SIAH1 antagonists	NOD2 inhibition	HIV peptide binding	others
COC(=O)c1ccc(-n2c(C)cc(C(=O)COC(=O)CNS(=O)(=O)c3ccc(C)cc3)c2C)cc1	-2%	-9%	-6.5%	4%	i	0.7	-20	638	5%	-6%	1.3%
COc1ccc(NS(=O)(=O)c2cccc(-c3n[nH]c(=S)n3Cc3ccccc3)c2)cc1	-18%	2%	-10%	4%	i	1.0	-8	716	2%	12%	2.0%
CNC(=S)NNC(=O)c1sccc1OCc1cccc(C(F)(F)F)c1	-4%	-11%	-6.3%	-45%	i	0.7	.	.	0%	5%	-2.1%
O=c1[nH]c2cc3c(cc2cc1CN(Cc1ccco1)C(=S)NCCCN1CCOCC1)OCCO3	-2%	-5%	-14%	-9%	i	0.2	-11	560	1%	4%	0.1%
CC(C)N(C(=O)Cn1cc(S(=O)(=O)CC(=O)NC2CCCCC2)c2ccccc21)C(C)C	-2%	-5%	-1.2%	-1%	i	0.6	5	719	-3%	-9%	-0.7%
CCOC(=O)/C(C#N)=C/c1c(N2CCN(CC)CC2)nc2c(C)cccn2c1=O	34%	1%	.	13%	i	0.8	12	848	1%	-10%	-0.5%
COC(=O)C1C(c2ccccc2)C=CC(c2ccccc2)C1C(=O)O (centres undefined)	-1%	-4%	.	-12%	i	0.0	7	685	7%	3%	-0.4%
CCOC(=O)C1=C(C)OC(N)=C(C#N)C1c1c(C)nn(-c2ccc(C)cc2)c1Cl (centres undefined)	.	-3%	1.3%	-7%	.	.	-8	762	4%	-1%	22%
COc1ccc(C(=O)Nc2ccc(S(=O)(=O)N3CCN(C)CC3)cc2)cc1[N+](=O)[O-]	3%	-14%	.	4%	i	0.4	1	770	2%	22%	2.4%	Dengue-2 NS5 capping pilot replicate=1.2
CC1CN(S(=O)(=O)c2cccc(C(=O)NCc3ccc4c(c3)OCO4)c2)CC(C)O1 (centres undefined)	0%	1%	1.1%	-5%	i	1.1	.	.	0%	-3%	-1.1%
Cc1ccc(Oc2ccc(C(F)(F)F)cc2[N+](=O)[O-])c([N+](=O)[O-])n1	.	-7%	.	-4%	i	0.9	-11	730	0%	-29%	-0.9%
O=C(O)C[C@@H](CNC(=O)COc1ccc2ccc(=O)oc2c1)c1ccc(Cl)cc1	-8%	-10%	.	5%	i	4.6	0	682	12%	-2%	2.9%
C#Cc1ccc([C@H]2C=C(C(=O)OCC=C)O[C@@H](OCC)[C@@H]2CCCO)cc1	-13%	-1%	-6.9%	-5%	i	0.2	-26	645	3%	5%	-0.8%
O=C(COC(=O)c1cncc(Br)c1)NCc1ccc(Cl)cc1	3%	-3%	.	25%	i	0.9	0	721	3%	12%	-0.3%
CC(=O)CC(C)(C)NC(C)=S	5%	-4%	.	1%	i	0.8	8	732	-6%	22%	-1.2%
CC1CCN(S(=O)(=O)c2ccc(C(=O)NCc3ccco3)cc2)CC1	-2%	-10%	-5.3%	0%	i	0.5	9	645	-1%	11%	1.5%
COc1ccc(CN(C(=O)c2cnccn2)C(C(=O)Nc2ccc(F)cc2)c2ccccc2)cc1 (centres undefined)	-2%	3%	-3.6%	-4%	i	1.6	27	743	5%	5%	1.0%
CCCc1nnc(NC(=O)CCC(=O)N2CCN(C3CCCC3)CC2)s1	-9%	-12%	.	7%	i	0.8	10	830	-2%	-11%	-1.0%
CC1(C)[C@@H](O)CC[C@]2(C)[C@H]3C(=O)C=C4[C@@H]5C[C@@](C)(C(=O)O)CC[C@]5(C)CC[C@@]4(C)[C@]3(C)CC[C@@H]12	-1%	-2%	-5.9%	4%	i	1.4	17	761	4%	15%	2.5%
Cc1ccc(NC(=O)CN(C)S(=O)(=O)c2cccc3cccnc23)c(C)c1	-11%	-9%	.	-6%	i	1.4	-4	694	13%	19%	0.4%
CCC(C(=O)N1CCOCC1)n1c(C(=O)OC)cc2occc21 (centres undefined)	0%	-6%	1.2%	0%	i	7.4	.	.	-1%	7%	-2.9%
Cc1nc2ccn(Cc3ccccc3)c(=O)c2cc1C(=O)N1CCN(c2ccccc2)CC1	-9%	-7%	.	7%	i	0.7	-7	782	1%	14%	-0.7%
CCn1ncc(CNC(=O)CCSc2nc(-c3ccco3)cc(C(F)(F)F)n2)c1C	-4%	1%	-5.9%	0%	i	0.9	-8	743	-2%	-5%	3.8%
COc1ccc(-n2cnc3cc(N)ccc32)cc1	4%	-9%	-4.5%	0%	i	12	22	751	-3%	15%	0.0%
O=S(=O)(NCC1CCCO1)c1cccc2nsnc12 (centres undefined)	-3%	-11%	-7.9%	3%	i	2.6	.	.	3%	8%	1.4%
O=C(COC(=O)COc1ccc(Cl)cc1)Nc1ccc(N2CCOCC2)cc1	-5%	-4%	-7.0%	-11%	i	0.5	-1	662	0%	10%	-1.7%
CCN1C(=O)C(CC(=O)Nc2ccc(OC)cc2)N(CCCN2CCN(c3ccc(F)cc3)CC2)C1=S (centres undefined)	-10%	-3%	-0.8%	2%	i	1.0	6	717	12%	-56%	-2.2%
CC1(C)Cc2cccc(OCC(=O)NC3CC3)c2O1	-10%	-13%	-7.2%	-14%	i	0.8	10	814	0%	5%	-1.5%
CCc1nc2c(oc3ccccc32)c(=O)[nH]1	1%	-4%	-7.4%	4%	i	0.6	.	.	-3%	-16%	-1.3%
COc1ccc(-c2cc(C(=O)N(C)Cc3cccc(OC)c3OC)c3ccccc3n2)cc1OC	-9%	-2%	.	9%	i	2.1	-5	762	4%	18%	-0.4%
CCCCCCC1(C)NC(=S)N(c2ccccc2)N1 (centres undefined)	.	-8%	-8.9%	-6%	i	0.4	-17	654	10%	-57%	0.3%
S=C(NCC1CCCO1)Nc1cc(Cl)c(Cl)cc1Cl (centres undefined)	-12%	-6%	-2.3%	-13%	i	1.2	-7	671	10%	-273%	-1.0%
N#Cc1nc(-c2ccco2)oc1N1CCC(C(N)=O)CC1	-8%	-13%	-3.1%	11%	i	0.9	0	730	-5%	-21%	-1.9%
COc1ccc2c(c1)c(=O)oc1c(C)c(OCC(=O)N3CCc4ccccc4C3)ccc12	8%	4%	-19%	21%	i	1.3	.	.	11%	-12%	1.1%
CCc1cccc2c(/C=N/NC(=O)c3cccc(S(=O)(=O)Nc4ccccc4Cl)c3)c[nH]c12	-1%	3%	-5.7%	30%	i	0.1	0	621	-5%	7%	15%
CC1CCN(Cc2nnnn2CCCC(=O)NCCc2cnn(C)c2)CC1	-6%	-12%	.	4%	i	0.3	-22	723	1%	10%	-0.8%
COc1ccc(-c2cc(-c3ccc(C)cc3)nc(SCc3nnc(-c4ccccc4)o3)c2C#N)cc1OC	0%	-6%	0.3%	?	i	2.1	2	614	14%	-27%	0.3%
Cc1ccc(NC(=O)Nc2cnccn2)cc1Cl	2%	-4%	-3.2%	-8%	i	0.8	-3	706	11%	-24%	4.3%
CC1(C)Cc2c(C#N)c(SCC(=O)c3ccccc3)nc(N3CCOCC3)c2CS1	-10%	3%	-6.2%	-23%	i	0.0	-21	645	-1%	-5%	3.1%
CCn1c(Cc2cccs2)nnc1SCC(=O)Nc1ccc(OC)c(OC)c1	-4%	-9%	-11%	-1%	i	0.7	.	.	2%	2%	-1.9%

A draw from above in order of molar mass, lowest first:
SMILES	Dengue-2 NS5 capping	LYP inhibition	XIAP displacement	AID2073	Myeloid diff 2	Myeloid diff 2 GFP+ MAC1+ %	Hep lipid drop	Hep lipid drop cells 6.5 µM	SIAH1 antagonists	NOD2 inhibition	HIV peptide binding	others
N#Cc1nc(-c2ccco2)oc1N1CCC(C(N)=O)CC1	-8%	-13%	-3.1%	11%	i	0.9	0	730	-5%	-21%	-1.9%
S=C(NCC1CCCO1)Nc1cc(Cl)c(Cl)cc1Cl (centres undefined)	-12%	-6%	-2.3%	-13%	i	1.2	-7	671	10%	-273%	-1.0%
COc1ccc2c(c1)c(=O)oc1c(C)c(OCC(=O)N3CCc4ccccc4C3)ccc12	8%	4%	-19%	21%	i	1.3	.	.	11%	-12%	1.1%

(list continues)
SMILES	Dengue-2 NS5 capping	LYP inhibition	XIAP displacement	AID2073	Myeloid diff 2	Myeloid diff 2 GFP+ MAC1+ %	Hep lipid drop	Hep lipid drop cells 6.5 µM	SIAH1 antagonists	NOD2 inhibition	HIV peptide binding	others
CCCCN(C)CCC(=O)Nc1ccc(F)c(F)c1	-3%	-4%	-3.6%	-8%	i	1.0	8	669	13%	4%	-1.5%
CCc1ccc(NC(=O)c2ccc(C3SCC(=O)N3CCc3ccccc3)cc2)cc1 (centres undefined)	-2%	1%	-1.4%	7%	i	0.4	-16	802	0%	38%	2.0%
CCOc1ccccc1Nc1ccc2nonc2c1[N+](=O)[O-]	-1%	-4%	.	-4%	i	0.4	.	.	2%	14%	-3.8%
O=C1c2ccccc2C(=O)N1CC(O)COc1ccccc1Cl (centres undefined)	-1%	1%	.	7%	i	0.3	10	865	3%	4%	-0.9%	Dengue-2 NS5 capping pilot replicate=-7.6
CCOc1ccc(CC(=O)NCCc2cnc[nH]2)cc1	-4%	-4%	.	-3%	i	0.7	-4	836	3%	1%	0.1%
COC(=O)c1ccc(N(CC(=O)NC2CCCC2)C(=O)CNC(=O)c2ccco2)cc1	9%	-2%	-4.6%	2%	i	2.9	12	771	5%	-8%	-0.9%
COCCCNC(=S)Nc1cccc2ncccc12	8%	-8%	-5.6%	16%	i	0.5	2	725	-2%	8%	0.1%
COc1cc(S(=O)(=O)N(Cc2ccccc2)Cc2ccccn2)ccc1-n1cnnn1	3%	-3%	-2.9%	1%	i	3.8	2	727	9%	3%	-2.4%
O=C(NCc1ccco1)c1ccc(COc2cc(Cl)ccc2Cl)cc1	1%	4%	-1.1%	6%	i	1.3	31	659	6%	-23%	1.7%
N#Cc1ccc(CSc2nnc(NC(=O)CN3C(=O)C4CC=CCC4C3=O)s2)cc1 (centres undefined)	-2%	-1%	-2.5%	-9%	i	0.5	1	771	-2%	12%	6.4%
Cc1cccc(NC(=O)Cn2cnc3c(oc4ccccc43)c2=O)c1	-7%	-10%	-3.4%	-12%	i	0.1	1	660	-6%	-4%	-1.1%
COc1ccc(CN2CCN(S(=O)(=O)c3ccc(NC(C)=O)cc3)CC2)cc1	-4%	-2%	.	7%	i	0.3	-1	706	60%	1%	-0.4%
O=C(O)C(Cc1ccccc1)N1C(=O)/C(=C/c2cccs2)SC1=S (centres undefined)	.	-4%	-7.9%	39%	i	0.5	5	663	3%	12%	18%
